P. falciparum M1AAP: malaria alanyl aminopeptidase activity blockers – biochemical, fluorogenic H-Leu-NHMec substrate, 1536-well (AID 1445); recombinant M1AAP, H-Leu-NHMec fluorogenic kinetic assay; higher % means a stronger effect; inhibition, % at 30 µM, or IC50 in µM where a hit was titrated; 0.42% of 220,000 active;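 active means primary inhibition above the hit cutoff, then over 50% inhibition at one or more dose response concentrations, cut at about 23% in these data, passing the limit was not always enough; inconclusive means conflicting primary data, or primary hits not chosen for dose response; inactive means low primary inhibition, or under 50% at every dose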;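 further: plate controls were DMSO full reaction for no effect and no enzyme background for full effect; strong numbers were not always called active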
West Nile antiviral: inhibition of WNV-induced cytopathic effect – cell-based, CPE readout (AID 1621). West Nile virus-infected cells, CPE inhibition; higher % means a stronger effect. CPE inhibition, % at 10 µM; hits with a dose series show IC50 in µM. 0.02% of 290,000 active; in the data active means a potency from the dose series; inconclusive means CPE inhibition mostly from about 3.7% at the one dose, without a potency; inactive means the rest, 99 in 100 with CPE inhibition below about 2.2%; further: strong numbers were not always called active
M17LAP inhibition: P. falciparum M17LAP inhibitors, primary screen, biochemical, fluorogenic H-Leu-NHMec substrate, 1536-well (AID 1619); recombinant M17LAP, H-Leu-NHMec fluorogenic kinetic assay; higher % means a stronger effect; 0.38% of 220,000 active; one-dose inhibition, % at 30 µM; IC50 in µM for titrated hits;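 active means compound inhibiting the enzyme by more than half at any dose during confirmatory dose-response retesting; inconclusive means strong single-dose inhibitors picked by rank but not retested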;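 further: plate controls were full reaction with DMSO carrier for no effect and no enzyme background for full effect; strong numbers were not always called active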
Yfh1-off respiration: mitochondrial function rescue without frataxin homolog – Friedreich's ataxia, plus single-dose screen, dose response (AID 1465) | S. cerevisiae Yfh1-off respiration, WST-1 reduction, 72 h; higher fold induction means a stronger effect | one-dose fold induction at 50 µM; EC50 in µM for titrated hits | 0.074% of 220,000 active;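 active means fold induction of absorbance versus untreated yeast above a set limit, then at least 30% activation at any dose in follow-up; inconclusive means repeats straddling the limit, or above it without dose testing; inactive means fold induction below the set limit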;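 further: activators that raise dye reduction in frataxin-depleted yeast; strong numbers were not always called active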
ER stress rescue: rescue of cells from ER stress-induced death, primary screen, 384-well, CSM14.1, thapsigargin, ATP luminescence (AID 1222); CSM14.1 thapsigargin-induced death rescue, ATP luminescence; higher % means a stronger effect; one-dose cellular ATP content (survival), % at 20 µM; EC50 in µM for titrated hits; 190,000 tested, under 10 active;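 active means EC50 below 50 µM in the dose-response confirmation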;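 further: death triggered by thapsigargin at about 15 µM added after 2 h compound pretreatment; cell ATP read after overnight thapsigargin exposure of roughly 18 to 22 hours; normalized against plate controls of thapsigargin alone and 5% DMSO vehicle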
SIAH1 antagonists: Siah-1 peptide-binding antagonists, primary screen, biochemical, fluorescence polarization, rhodamine-plectin, uHTS (AID 1817). displacement, % at 20 µM; hits with a dose series show IC50 in µM. Siah-1 / rhodamine-plectin peptide fluorescence polarization; higher % means a stronger effect. 0.02% of 290,000 active;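 active means displacement of at least 50% at 20 µM, with a fluorescence ratio check between 0.3 and a set limit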;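 further: plate controls were Siah plus tracer with DMSO for no effect and tracer alone without Siah for full effect; strong numbers were not always called active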
human PMI inhibitors: human PMI inhibitors, high substrate, primary screen, biochemical, fluorescence intensity, high mannose 6-phosphate (AID 1220); recombinant PMI enzyme, coupled fluorescence intensity; higher % means a stronger effect; inhibition, % at 20 µM, or IC50 in µM where a hit was titrated; 0.66% of 190,000 active; in the data active means inhibition above about 50%
XIAP antagonists: XIAP antagonists, biochemical, IAP family, fluorescence polarization (AID 1018). XIAP BIR domain, fluorescence polarization peptide displacement; higher % means a stronger effect. displacement, % at 20 µM; hits with a dose series show IC50 in µM. 0.007% of 200,000 active; in the data active means displacement above about 50%; further: a part of the inactive calls stands beside numbers as strong as those of hits
PhoP inhibition: PhoP-dependent GFP reporter repression – Salmonella Typhimurium, primary screen (AID 1863). 0.16% of 300,000 active. one-dose inhibition, % at 50 µM; IC50 in µM for titrated hits. S. Typhimurium PhoP-regulated promoter GFP reporter, 4 h; higher % means a stronger effect;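 active means inhibition over 29.93%, a cutoff 3 SD above the screen mean, later confirmed by dose response; inconclusive means inhibition over 29.93% but no dose response follow-up; inactive means inhibition at most 29.93% or unconfirmed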;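 further: 0% = low Mg2+ inducing control and 100% = high Mg2+ repressing control; strong numbers were not always called active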
Active calls of the source: *; i = inactive; ? = inconclusive; / = not tested or not shown; & = joins results of further samples.

smiles | P. falciparum M1AAP | West Nile antiviral | M17LAP inhibition | Yfh1-off respiration | ER stress rescue | SIAH1 antagonists | human PMI inhibitors | XIAP antagonists | PhoP inhibition
O=C(Nn1cnnc1)c1cc(-c2ccccn2)nc2ccccc12 | 10% | 0.0% | 19% | i | 2.0% | 2% | -6% | -3.9% | -4%
CC(=O)c1cccc(NC(=O)N2CCCC2C(=O)NC2CCCCC2)c1 (stereo unspecified) | -5% | -0.2% | -3% | i | -2.1% | -9% | -5% | -4.9% | -2%
Cc1nnc(N/N=C/c2c(O)n(-c3cccc(C(F)(F)F)c3)c(=O)c3ccccc23)[nH]c1=O | ? | -0.4% | -3% | i | / | 13% | / | / | -10%
COCCCNC(=O)C1CC(=O)OC1c1ccc(OC)c(OC)c1 (stereo unspecified) | / | 0.6% | 10% | i | -0.8% | 1% | -1% | -6.8% | 9%
CC(=O)Nc1ccc(NC(=O)C2CC(=O)N(c3cccc(Cl)c3)C2)cc1 (stereo unspecified) | 2% | 1.3% | -6% | i | 0.1% | 7% | -5% | -2.4% | 6%
CCc1ccc(C(=O)N2CCCC2)s1 | 1% | 0.1% | -11% | i | -2.2% | -4% | 0% | -8.3% | -7%
CC(C)(C)NC(=O)c1ccc2c(c1)CCO2 | 0% | -0.3% | -1% | i | / | 7% | / | / | 0%
N#CC1=C(N)OC2=C(C(=O)CCC2)C1c1cccs1 (stereo unspecified) | 2% | 0.1% | -6% | i | 2.9% | 17% | 11% | -5.9% | 9%
CN(C(=O)c1ccc(OC2CCN(S(=O)(=O)N(C)C)CC2)cc1)C1CCCCC1 | -1% | -1.7% | -14% | i | 1.9% | 10% | 0% | -4.0% | 4%
N#CC(c1nc2ccccc2nc1N1CCCC1)S(=O)(=O)c1ccccc1 (stereo unspecified) | 15% | 0.6% | -123% | i | -0.5% | 4% | -10% | -2.9% | -12%
O=C(C1=C[C@H](c2ccccc2)C[C@H](OCCCCO)O1)N1CCOCC1 | -2% | 0.3% | 0% | i | 1.1% | 2% | -2% | -3.0% | -5%
Cc1cc(S(=O)(=O)NCC(C)C)ccc1OCC(=O)NCC1CCCO1 (stereo unspecified) | 7% | -0.8% | 0% | i | -0.3% | -2% | 16% | -2.3% | -10%
CC1(C)SC2C(NC(=O)COc3ccccc3)C(=O)N2C1C(=O)O (stereo unspecified) | 3% | -0.3% | 49% | i | -1.1% | 3% | -4% | -4.2% | -1%&8%
CCn1c(CNC(=O)c2ccccc2F)nnc1SCc1nc2ccccc2c(=O)[nH]1 | 3% | 0.8% | 4% | i | -1.0% | 1% | 0% | -3.7% | 8%
O=C(N/N=C/c1ccc(C(F)(F)F)cc1)c1ccc(O)cc1 | -1% | -0.2% | -1% | i | -2.3% | -3% | 0% | -8.2% | 2%
COc1ccc(-c2cc(C(F)(F)F)nc(SCCC(=O)NCc3ccccc3)n2)cc1 | 2% | -0.4% | -15% | i | 0.5% | 3% | 9% | -4.3% | 3%
CCc1cc2c3c(c1)C(C)CC(C)(C)N3C(=O)C2=O (stereo unspecified) | 2% | -0.8% | -6% | i | 2.1% | -2% | 6% | -10% | 11%
CC(=O)NC1C(c2nc3ccccc3s2)=C(c2ccccc2)C(=O)N1c1ccc(C)cc1 (stereo unspecified) | -4% | 0.2% | -8% | i | 1.4% | -2% | 2% | 1.1% | 32%
COc1ccc(-c2nc(-c3ccncc3)no2)cc1OC | 3% | 0.1% | 12% | i | -1.4% | 0% | 13% | -2.9% | 7%
Cc1cc(Nc2ccccc2)nc(N2CCOCC2)n1 | 3% | 0.2% | 2% | i | -0.9% | 2% | -4% | -3.5% | 16%
CCOC(=O)CN1NC2(CCCCC2)NC1=S | 7% | 1.4% | 38% | i | -0.3% | 4% | -40% | -6.1% | -5%
OCCC1CN(Cc2cnc(N3CCOCC3)s2)CCN1C1CCCC1 (stereo unspecified) | 1% | -0.4% | -3% | i | -2.7% | -2% | -3% | -6.2% | 6%
CC(=O)Nc1cc2c(cc1C(=O)c1ccc(C)cc1)OCCO2 | -1% | 0.4% | -1% | i | -2.3% | -2% | -4% | -5.5% | 12%
Cc1ccc(S(=O)(=O)Nc2ccc(NC(=O)Nc3cccc(C(F)(F)F)c3)cc2)cc1 | 1% | ? | 15% | i | -2.0% | -2% | 14% | -0.4% | 17%
Cc1cc(C)cc(NC2=NC3(CCCCC3)N=C(N)N2)c1 | 11% | 0.3% | -4% | i | -1.4% | 0% | 11% | -2.3% | -14%
COc1ccc(S(=O)(=O)N(CCCN2CCOCC2)Cc2cccc(OC)c2OC)cc1 | 5% | -0.3% | -11% | i | -1.1% | 2% | -8% | -12% | 3%
Cc1ccc(-c2nc(C3CCCN(S(=O)(=O)c4ccc(C(F)(F)F)cc4)C3)no2)cc1 (stereo unspecified) | 9% | 0.1% | -5% | i | -3.1% | 1% | 1% | -7.3% | 21%
COc1ccccc1-c1cc(C(=O)N2CCN(c3ccccc3OC)CC2)no1 | 2% | 2.1% | 2% | i | -1.7% | -4% | 11% | -1.7% | 0%
CC1(C)O[C@@H]2C[C@H]3[C@@H]4C[C@H](F)C5=CC(=O)CC[C@]5(C)[C@H]4[C@@H](O)C[C@]3(C)[C@]2(C(=O)CO)O1 | 6% | 0.1% | 10% | i | -1.2% | 11% | -8% | -25% | 2%&-10%
Cc1cc(CNC(=O)C(C)Cc2ccccc2)nn1C (stereo unspecified) | -4% | 0.1% | 7% | i | -3.6% | -6% | 7% | -7.1% | 4%
O=S(=O)(Cc1ccc(Cl)cc1)Nc1ccc(Cl)cn1 | -2% | 2.7% | 0% | i | 2.3% | -4% | -5% | -3.5% | -6%
Cc1cc(C)nc(NC(=O)CSc2ccccn2)n1 | -4% | 0.2% | 8% | i | -6.3% | 14% | 2% | -8.3% | 15%
CCc1ccc(OCCCC(=O)Nc2ccc(S(N)(=O)=O)cc2)cc1 | -2% | 0.2% | -2% | i | 0.9% | 7% | 8% | -4.0% | 2%
N#C/C(=C/c1ccc(N2CCCCCC2)o1)c1ccc(F)cc1 | -6% | 1.9% | 25% | i | / | / | / | / | 1%
O=C(N/N=C/c1ccc(N2CCOCC2)c([N+](=O)[O-])c1)c1ccc(F)cc1 | 10% | -0.6% | 19% | i | 0.5% | 0% | -7% | -0.2% | 12%
COc1cc(-c2nn3c(-c4ccccn4)nnc3s2)cc(OC)c1OC | 8% | 1.9% | -4% | i | 1.2% | 0% | -2% | 1.9% | -16%
CC1CCN(C(NC(=O)c2ccco2)C(=O)c2ccccc2)CC1 (stereo unspecified) | 0% | 0.0% | 3% | i | 2.3% | 2% | 4% | 1.0% | 2%
O=C(C1CCN(S(=O)(=O)c2ccccc2)CC1)N(CCc1ccccc1)Cc1ccco1 | 21% | -0.1% | 6% | i | 2.2% | 3% | 19% | -3.8% | -11%
C/C(=N\Nc1nc2ccccc2[nH]1)c1ccc2c(c1)OCCO2 | 2% | -0.6% | 6% | i | 11% | -9% | 16% | -0.6% | 3%
O=C(c1cccc(C(=O)N2CCc3ccccc32)n1)N1CCc2ccccc21 | -2% | -0.5% | -4% | i | 0.9% | -1% | 8% | -4.9% | 9%
O=C(Cn1nc(Cc2cccnc2)c2ccccc2c1=O)Nc1cc(F)ccc1F | 7% | -0.1% | 0% | i | / | -1% | / | / | -4%
C/C(Cn1nc([N+](=O)[O-])cc1C)=N\NC(=O)COc1ccc(Cl)cc1Cl | 5% | -0.2% | 4% | i | -1.6% | 2% | -2% | -2.3% | 3%
O=C(c1nc2ccccn2c1CN1CCCC(OCc2ccccc2)C1)N1CCCC1 (stereo unspecified) | 1% | -0.8% | 17% | i | -2.5% | -3% | -7% | -10% | 3%
Cc1nonc1C(=O)N/N=C/c1cc2c(cc1Br)OCO2 | / | -0.5% | / | i | 2.1% | -1% | 11% | -7.9% | /
Cc1ccc(/C=N/NC(=O)CNC(=O)c2ccc(S(=O)(=O)N3CCCC3)cc2)o1 | -6% | 0.0% | 0% | i | 1.2% | -3% | 8% | -1.1% | -3%
NS(=O)(=O)c1ccc(NCc2cc(Cl)ccc2OCc2ccc(F)cc2)cc1 | -1% | -1.9% | 13% | i | -2.5% | 6% | 16% | -0.4% | 14%
O=C(CSc1nc2ccccc2c(=O)n1-c1ccc(Cl)cc1)N/N=C/C=C/c1ccccc1[N+](=O)[O-] | 17% | -0.1% | 16% | i | -1.7% | -4% | 14% | -5.8% | -7%
Cc1ccccc1NC(=O)C(Cc1ccccc1)n1cccc1 (stereo unspecified) | 1% | -0.2% | -6% | i | / | 2% | / | / | 0%
Cc1ccccc1C(=O)N1CCN(c2ccc([N+](=O)[O-])c(NCc3cccnc3)c2)CC1 | 7% | -0.2% | 18% | i | -1.6% | 13% | 13% | -6.7% | 26%
S=C(NC1CCCC1)N1CCN(C/C=C/c2ccccc2)CC1 | 0% | -1.8% | 4% | i | -0.5% | 10% | -18% | -6.6% | -6%
O=[N+]([O-])c1cc(Br)cc(/C=N/n2cnnc2)c1O | 11% | -0.4% | 7% | i | -0.6% | -2% | -9% | -4.5% | 6%
O=C(Nc1ccncc1)c1c(F)cccc1F | 5% | 1.8% | -5% | i | -2.2% | 4% | 2% | -9.7% | 6%
c1ccc(C2CCCN(Cc3nc(CC4CC4)no3)CC2)cc1 (stereo unspecified) | 5% | -0.9% | 8% | i | 0.3% | 4% | / | 0.5% | 4%
O=C(CSc1nnc(-c2ccccc2)n1-c1ccc(Cl)cc1)NC1CCS(=O)(=O)C1 (stereo unspecified) | 8% | -0.6% | 29% | i | -1.6% | 1% | -1% | -0.6% | 37%
CCOc1ccc(C(=O)NCc2ccccc2OC)cc1 | 0% | 0.3% | 6% | i | -4.3% | -3% | 4% | -8.6% | -4%

Shown with each value named: entries from further up
NS(=O)(=O)c1ccc(NCc2cc(Cl)ccc2OCc2ccc(F)cc2)cc1
- P. falciparum M1AAP: -1%
- West Nile antiviral: -1.9%
- M17LAP inhibition: 13%
- Yfh1-off respiration: i
- ER stress rescue: -2.5%
- SIAH1 antagonists: 6%
- human PMI inhibitors: 16%
- XIAP antagonists: -0.4%
- PhoP inhibition: 14%
O=C(CSc1nc2ccccc2c(=O)n1-c1ccc(Cl)cc1)N/N=C/C=C/c1ccccc1[N+](=O)[O-]
- P. falciparum M1AAP: 17%
- West Nile antiviral: -0.1%
- M17LAP inhibition: 16%
- Yfh1-off respiration: i
- ER stress rescue: -1.7%
- SIAH1 antagonists: -4%
- human PMI inhibitors: 14%
- XIAP antagonists: -5.8%
- PhoP inhibition: -7%

Source: PubChem (several laboratories)
